Screens as filed in PubChem.
BoNT F protease: blocks Botulinum neurotoxin F light chain protease; Multiplex microsphere protease cleavage assay, flow cytometry; inhibition, % at 10 µM; actives 0.22% (n = 360,000); in the data active = inhibition above about 35%, passing the limit was not always enough; inconclusive = no clear call, values can overlap the other calls; also: plate controls were buffer without enzyme for full effect and enzyme alone for no effect
SARS 3CLpro inh: SARS-CoV 3CLpro protease inhibition | recombinant SARS-CoV 3CLpro, quenched FRET peptide cleavage | P0C6X7 | actives 0.14% (n = 290,000) | AID 1706 | inhibition, % at 6 µM; in the data active = inhibition above about 12%
MazF activator: MazEF (E. coli) toxin RNase activation; activation, % at 20 µM; FAM/BHQ RNA-DNA oligo cleavage fluorescence, 5 h; AID 504720; actives 0.32% (n = 350,000); in the data active = activation above about 50%
Target sequence (P0AE70 whole entry, looked up): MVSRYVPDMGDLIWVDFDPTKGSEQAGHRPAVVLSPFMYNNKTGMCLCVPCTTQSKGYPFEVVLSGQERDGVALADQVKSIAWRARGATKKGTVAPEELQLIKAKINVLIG
Rv3671c protease: inhibits the M. tuberculosis serine protease Rv3671c. P9WHR9. inhibition, % at 5.96 µM. actives 0.048% (n = 320,000). AID 2606; in the data active = inhibition above about 38%;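 also: extracellular domain of Rv3671c used as enzyme; 0% = enzyme with DMSO and 100% = no enzyme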
Target sequence (P9WHR9 whole entry, looked up, the tested form may be a part): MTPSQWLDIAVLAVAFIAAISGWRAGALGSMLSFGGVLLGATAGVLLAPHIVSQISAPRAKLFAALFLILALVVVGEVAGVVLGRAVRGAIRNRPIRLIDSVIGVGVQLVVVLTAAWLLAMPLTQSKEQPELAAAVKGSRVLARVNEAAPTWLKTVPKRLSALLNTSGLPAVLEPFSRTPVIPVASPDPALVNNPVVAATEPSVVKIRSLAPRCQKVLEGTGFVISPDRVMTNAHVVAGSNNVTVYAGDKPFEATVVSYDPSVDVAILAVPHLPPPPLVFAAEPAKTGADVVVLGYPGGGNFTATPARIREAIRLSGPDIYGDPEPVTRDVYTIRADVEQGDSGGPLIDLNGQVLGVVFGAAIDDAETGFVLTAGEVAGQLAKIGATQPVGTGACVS
CCHF vOTU inh: CCHFV vOTU protease inhibition. Pep-AMC fluorescence. inhibition, % at 11.5 µM. actives 0.55% (n = 370,000). AID 651958; in the data active = inhibition above about 30%; also: 0% = vehicle wells with enzyme and 100% = no enzyme wells
DUSP3 inh: DUSP3 (human) phosphatase inhibition; P51452; recombinant VHR phosphatase, pNPP absorbance; inhibition, % at 13.3 µM; actives 0.52% (n = 290,000); AID 1654; in the data active = inhibition above about 50%; also: some compounds called inactive have numbers as strong as hits
Target sequence (P51452 whole entry, looked up): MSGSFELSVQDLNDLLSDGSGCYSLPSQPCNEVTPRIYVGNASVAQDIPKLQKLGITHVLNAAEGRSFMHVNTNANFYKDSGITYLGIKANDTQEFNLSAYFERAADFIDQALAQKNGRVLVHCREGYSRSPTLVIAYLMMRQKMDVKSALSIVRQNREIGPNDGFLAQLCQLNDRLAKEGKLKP
PrPC surface inh: inhibitors of human cell surface prion protein PrPC. P04156. TR-FRET read-out. inhibition, % at 13.8 µM. actives 0.43% (n = 370,000). AID 720596; in the data active = inhibition above about 24%; also: 0% = median of the test wells and 100% = reference compound wells
Anthrax LF prot: blocks Bacillus anthracis lethal factor protease; inhibition, % at 10 µM; multiplex microsphere protease cleavage assay, LF; actives 0.12% (n = 360,000); also: plate controls were buffer without enzyme for full effect and enzyme alone for no effect
BoNT-A LC inh2: inhibitors of Botulinum neurotoxin A light chain protease; multiplex microsphere protease substrate cleavage, flow cytometry; inhibition, % at 10 µM; actives 0.17% (n = 360,000); AID 588499; also: plate controls were buffer without enzyme for full effect and enzyme alone for no effect
PriA SSB inh: blocks PriA binding to SSB C-terminal tail. AlphaScreen SSBct-PriA binding, biotinylated peptide. inhibition, % at 33 µM. actives 0.6% (n = 430,000). AID 1272365; in the data active = inhibition mostly above about 37%, no sharp cut-off; inactive = mostly below about 20%;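 also: plate controls were negative control peptide for no effect and reference peptide for full effect; strong numbers were not always called active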
* hit, by the source's call; i = inactive; ? = inconclusive; nt = not tested or not shown; & = joins results of further samples. Rule as the data show it, unless noted: active = inhibition above about 30%; inconclusive = no clear call, values can overlap the other calls; inactive = below that.

SMILES | BoNT F protease | SARS 3CLpro inh | MazF activator | Rv3671c protease | CCHF vOTU inh | DUSP3 inh | PrPC surface inh | Anthrax LF prot | BoNT-A LC inh2 | PriA SSB inh
COC(=O)c1ccc(NC(=O)c2ccccc2SC)cc1 | -2 | 0 | 8 | -19 | -14 | 45 | -2 | -2 | -2.6 | -1
COc1ccc(N2CCN(C(=O)CSc3nnc4c(C)cc5cc(C)ccc5n34)CC2)cc1 | -4 | 6 | 15 | -2 | 6 | 26 | -1 | -1 | -0.6 | 3
C=C1CCN(C(C(=O)OC)C(C)C)S(=O)(=O)c2ccc(F)cc21 (configuration not stated) | 2 | nt | -7 | 1 | 2 | 18 | -3 | -6 | 0.3 | 0
COc1ccccc1C(=O)NNC(=O)C(=O)Nc1ccc(C)cc1 | 5 | -7 | 1 | -5 | 0 | 46 | 1 | 1 | 1.1 | 4
CCOc1ccc(N2C(=O)CC(N3CCN(C(=O)CN4CCCC4)CC3)C2=O)cc1 (configuration not stated) | 3 | -3 | -2 | -4 | -14 | 26 | 11 | 2 | 0.1 | 6
CCCCn1c(N)c(N(CC)C(=O)CSCc2ccc(C)cc2)c(=O)[nH]c1=O | -6 | 3 | 1 | 0 | -2 | 24 | 3 | -5 | -2.1 | -28
CN(CCOc1ccc(Br)cc1)CC(=O)Nc1cccc(S(=O)(=O)NC2=NCCC2)c1 | 3 | 7 | -12 | -1 | -14 | 22 | 7 | -5 | -1.5 | -13
CCCC(=O)N1CCCC(c2nc(-c3cccs3)no2)C1 (configuration not stated) | 1 | -1 | 1 | -2 | 6 | 26 | 7 | 0 | 0.0 | -1
CCOC(=O)C1(CC2CCCCO2)CCN(S(=O)(=O)c2ccc(C)s2)CC1 (configuration not stated) | -1 | 1 | 0 | -5 | -1 | 12 | 5 | -3 | 0.3 | -14
CCC1(c2ccccc2)NC(=O)N(CC(=O)N(C)CC(=O)Nc2cccc(F)c2)C1=O (configuration not stated) | -4 | -2 | 4 | -2 | 8 | -7 | 5 | -3 | -1.6 | -6
Cc1nnc(N/N=C/c2c(O)n(-c3cccc(C(F)(F)F)c3)c(=O)c3ccccc23)[nH]c1=O | nt | 3 | nt | 2 | -14 | 44 | -2 | nt | nt | nt
O=C(CN1C(=O)CCOc2ccccc21)Nc1cccc(S(=O)(=O)N2CCOCC2)c1 | -3 | nt | 4 | -4 | 5 | nt | -2 | -4 | 0.0 | -5
CCOc1ccc(N=Cc2c(O)n(-c3cccc(C)n3)c(=O)c3ccccc23)cc1 | 3 | -6 | -8 | 9 | -12 | 17 | -22 | 2 | ? | 19
Cc1ccc(CNC(=O)c2cc(Cl)cc(Cl)c2)n1C | 6 | 2 | -2 | -2 | 8 | 9 | -8 | -1 | -1.4 | -3
CN1C(c2ccc(F)cc2)=CS/C1=C(\C#N)c1nnc2n1-c1ccccc1SC2 | -4 | 2 | -11 | -6 | -19 | 29 | -4 | 4 | 3.2 | -7
COc1ccc(S(=O)(=O)Nc2ccc(Cc3ccncc3)cc2)cc1OC | 6 | -5 | -28 | 5 | -5 | 39 | 11 | 4 | 2.2 | 5
Oc1ccc(O)c(C=NNC(=S)NC2CC3CC2C2C=CCC32)c1 (configuration not stated) | -6 | nt | 14 | nt | 19 | nt | -8 | -4 | -0.3 | nt
O=C(c1ccccc1)N1N=C(c2ccco2)CC1c1cccs1 (configuration not stated) | -7 | 0 | 2 | 5 | -21 | 26 | -6 | -2 | 0.8 | 2&-11
Cc1c(NC(=O)c2nn3c(c2Br)NC(c2ccccc2)CC3C(F)(F)F)c(=O)n(-c2ccccc2)n1C (configuration not stated) | 2 | -2 | 9 | 3 | 0 | 4 | -4 | -2 | 0.6 | -15
COc1ccc(OCc2nc(-c3ccc(F)c(F)c3)cs2)cc1 | ? | -2 | 4 | 0 | -12 | 9 | 4 | 0 | ? | -6
COc1ccc(C(=O)/C=C/c2ccc3c(c2)OCCO3)cc1 | ? | 1 | -2 | 0 | 6 | 4 | -8 | -19 | -7.5 | 4
CCC1NC(=O)c2cc3ccccc3cc2-n2c1nc1cc(F)ccc1c2=O (configuration not stated) | 5 | nt | 5 | nt | 1 | nt | -8 | -3 | 0.3 | nt
Cc1ccc(C(=O)Nc2cccnc2)cc1C | 6 | nt | -7 | nt | -2 | nt | 5 | -9 | 0.0 | nt
CC(=O)c1cccc(CN2CCC(C(=O)Nc3ccc(Oc4cccnc4)cc3)CC2)c1 | -20 | -3 | -7 | -17 | -6 | 6 | -6 | 2 | 0.5 | -4
COc1ccc(-c2csc(N(CCCN(C)C)C(=O)c3ccccc3F)n2)cc1 | ? | -2 | 13 | -6 | -11 | -4 | -20 | -7 | 0.3 | 26
O=C(O)CCn1c(=O)[nH]c(=O)n(CCC(=O)O)c1=O | -1 | 4 | 6 | 3 | 10 | 19 | -5 | 1 | -1.0 | 1
CC1CCN(CCCNC(=O)c2coc3nc4ccccc4nc23)CC1 | 10 | 6 | 6 | -1 | -172 | 17 | -2 | 9 | 0.9 | 5
O=C(Nc1nc(-c2ccncc2)cs1)C1COc2ccccc2O1 (configuration not stated) | 4 | 0 | -11 | -8 | -1 | 32 | 5 | -2 | 0.3 | -336
O=C(COC(=O)c1cc[n+]([O-])cc1)Nc1ccc2c(c1)OCCO2 | -28 | 0 | 7 | 0 | 14 | 26 | -7 | -1 | -1.0 | -3
COC(=O)c1cn(NC(=O)C2CCCCC2)c(=O)c2ccccc12 | -1 | 2 | 3 | -7 | -12 | -8 | 0 | -2 | 0.4 | 7
O=C(CN1CCN(Cc2ccccc2)CC1)N/N=C/c1ccc(Br)s1 | -5 | 5 | -1 | 8 | -1 | 6 | -6 | -11 | -0.4 | i
c1ccc(CSc2nnc(-c3cccs3)o2)cc1 | -3 | -1 | -6 | -2 | 6 | 2 | -28 | -4 | 0.6 | -40
CC1=NN(c2ccccc2)C(=O)/C1=C\c1cc(C)n(-c2cccnc2)c1C | -6 | -2 | 9 | -6 | -8 | -4 | 4 | -8 | -0.7 | -10
O=C(Nc1ccccc1N1CCN(c2ccc(F)cc2)CC1)C1CCCCC1 | 8 | -4 | -1 | nt | 4 | 21 | -4 | 2 | -0.4 | -12
CCc1ccc([C@H]2C[C@H]3[C@H]4C(=O)N(c5ccccc5)C(=O)[C@H]4CC(=O)[C@@H]3CN2S(=O)(=O)c2ccc(C)cc2)cc1 | 7 | nt | nt | nt | 6 | nt | 4 | -1 | -0.5 | nt
CC(=O)N(CN1C(=O)C2CC=CCC2C1=O)c1cccc(Cl)c1 (configuration not stated) | 10 | 0 | -27 | -4 | -3 | 34 | -2 | 5 | 1.2 | 5
CCOC(=O)CCP(=O)(O)C(O)(c1ccccc1)c1ccccc1 | -3 | 3 | 0 | 0 | -8 | 8 | 3 | -3 | -0.3 | -22
COC(=O)CNC(=O)COC(=O)c1ccc(Cl)nc1 | -4 | 5 | 0 | -9 | 18 | 20 | 7 | 10 | 0.4 | -2
CCC(C)(C)NC(=O)C(c1cccn1C)N(C(=O)Cn1nnc2ccccc21)c1ccc(NC(C)=O)cc1 (configuration not stated) | -1 | 46* | 7 | 1 | -9 | 10 | 0 | 2 | 1.2 | 0
CC1NC(=O)NC1CCCCCC(=O)NCCc1ccccc1 (configuration not stated) | 31 | 0 | 2 | -4 | -8 | 1 | -1 | 2 | 5.6 | -8
CCCOc1ccc(N2C(=O)C/C(=C\c3ccccc3)C2=O)cc1 | nt | 0 | -2 | -4 | -3 | -8 | -4 | nt | nt | -6
N#Cc1nc(COc2ccccc2Cl)oc1N1CCCCCC1 | -11 | -2 | 8 | nt | -3 | 12 | 0 | -7 | -0.9 | 0
CCN(CC)C(=O)c1ccc(NS(=O)(=O)c2ccc3[nH]c(=O)[nH]c3c2)cc1 | 0 | -3 | 1 | nt | 2 | 10 | 0 | -3 | -1.3 | -15
COCCCNC(=O)c1c(F)c(F)c(F)c(F)c1F | -4 | 0 | 6 | -3 | 0 | 4 | 5 | -1 | -0.1 | -1
CCOC(=O)c1nn(-c2ccccc2C)c(=O)c2c(N)scc12 | -3 | 0 | -3 | -14 | 19 | 37 | -16 | -3 | -1.1 | 2
CC1CC(=Cc2ccc([N+](=O)[O-])cc2)C(=O)O1 (configuration not stated) | -12 | nt | 10 | nt | -1 | nt | -28 | -8 | -0.3 | -11
CCN(CC)c1ccc(C(=O)OCC(=O)Nc2cccc(S(=O)(=O)NC3=NCCCCC3)c2)cc1 | 1 | 1 | -3 | -15 | 19 | 1 | 3 | 0 | -0.3 | 7
COc1ccc(CC(=O)Nc2ccc(OC)c(NC(=O)c3ccco3)c2)cc1 | -24 | 5 | -1 | 4 | 6 | -16 | 6 | -2 | -0.3 | -6
CC(C)[C@H](CO)NC(=O)[C@H]1O[C@@H](n2ccc(=O)[nH]c2=O)[C@H](O)[C@@H]1O | 5 | nt | nt | nt | -9 | nt | 4 | -6 | -0.6 | nt
CCN(CC)CCOC(=O)C1c2ccccc2Oc2ccccc21 | -4 | 0 | 1 | -1 | nt | 4 | nt | -3 | -1.3 | -9
Cc1nn(C)cc1/C=N\NC(=O)c1csc2c1CCCC2 | -1 | -3 | 7 | 1 | -5 | -16 | 4 | 8 | -0.7 | nt

Ordered by molar mass (descending): 11 of the compounds above
SMILES | BoNT F protease | SARS 3CLpro inh | MazF activator | Rv3671c protease | CCHF vOTU inh | DUSP3 inh | PrPC surface inh | Anthrax LF prot | BoNT-A LC inh2 | PriA SSB inh
CCN(CC)c1ccc(C(=O)OCC(=O)Nc2cccc(S(=O)(=O)NC3=NCCCCC3)c2)cc1 | 1 | 1 | -3 | -15 | 19 | 1 | 3 | 0 | -0.3 | 7
CCN(CC)C(=O)c1ccc(NS(=O)(=O)c2ccc3[nH]c(=O)[nH]c3c2)cc1 | 0 | -3 | 1 | nt | 2 | 10 | 0 | -3 | -1.3 | -15
COc1ccc(CC(=O)Nc2ccc(OC)c(NC(=O)c3ccco3)c2)cc1 | -24 | 5 | -1 | 4 | 6 | -16 | 6 | -2 | -0.3 | -6
CCOC(=O)c1nn(-c2ccccc2C)c(=O)c2c(N)scc12 | -3 | 0 | -3 | -14 | 19 | 37 | -16 | -3 | -1.1 | 2
CCN(CC)CCOC(=O)C1c2ccccc2Oc2ccccc21 | -4 | 0 | 1 | -1 | nt | 4 | nt | -3 | -1.3 | -9
CCCOc1ccc(N2C(=O)C/C(=C\c3ccccc3)C2=O)cc1 | nt | 0 | -2 | -4 | -3 | -8 | -4 | nt | nt | -6
CC1NC(=O)NC1CCCCCC(=O)NCCc1ccccc1 (configuration not stated) | 31 | 0 | 2 | -4 | -8 | 1 | -1 | 2 | 5.6 | -8
Cc1nn(C)cc1/C=N\NC(=O)c1csc2c1CCCC2 | -1 | -3 | 7 | 1 | -5 | -16 | 4 | 8 | -0.7 | nt
COC(=O)CNC(=O)COC(=O)c1ccc(Cl)nc1 | -4 | 5 | 0 | -9 | 18 | 20 | 7 | 10 | 0.4 | -2
COCCCNC(=O)c1c(F)c(F)c(F)c(F)c1F | -4 | 0 | 6 | -3 | 0 | 4 | 5 | -1 | -0.1 | -1
CC1CC(=Cc2ccc([N+](=O)[O-])cc2)C(=O)O1 (configuration not stated) | -12 | nt | 10 | nt | -1 | nt | -28 | -8 | -0.3 | -11

These rows are one share of the data; rates above refer to the full screens.
